Apaf1 inhib – inhibitors of human Apaf-1 apoptosome, primary screen, biochemical, DEVD-Rh110 fluorescence, uHTS; AID 489030, 2010; inhibition, % at 20 µM; reconstituted apoptosome caspase-3 activity; hit rate 0.71% among 330,000; active = inhibition of at least 40% at 20 µM;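 also: plate controls were DMSO wells for no effect and DEVD-CHO caspase inhibitor wells for full effect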
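Assay system: Apoptosome proteins | Medium: pH 7.5 Hepes buffer with CHAPS, BSA, DTT | Also added: Cytochrome c and DEVD-Rh110 substrate | Times: 30 min plus 50 min, RT | Detection: Rhodamine 110 fluorescence at Ex 480/Em 540 nm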
SENP7 inh – SENP7 protease inhibitors, primary screen, biochemical, luminescence, uHTS; inhibition, % at 5 µM; Sentrin-specific protease 7 (Homo sapiens), Q9BQF6; AID 434973, 2010; recombinant SENP7, Z-RLRGG-aminoluciferin luminescence, 40 min; hit rate 1.5% among 330,000;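 active = inhibition above about 50% at the single test dose, limit read from the data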;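 also: plate controls were DMSO with enzyme for no effect and no enzyme buffer wells for full effect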
Target sequence (Q9BQF6 706-1050 limits assumed): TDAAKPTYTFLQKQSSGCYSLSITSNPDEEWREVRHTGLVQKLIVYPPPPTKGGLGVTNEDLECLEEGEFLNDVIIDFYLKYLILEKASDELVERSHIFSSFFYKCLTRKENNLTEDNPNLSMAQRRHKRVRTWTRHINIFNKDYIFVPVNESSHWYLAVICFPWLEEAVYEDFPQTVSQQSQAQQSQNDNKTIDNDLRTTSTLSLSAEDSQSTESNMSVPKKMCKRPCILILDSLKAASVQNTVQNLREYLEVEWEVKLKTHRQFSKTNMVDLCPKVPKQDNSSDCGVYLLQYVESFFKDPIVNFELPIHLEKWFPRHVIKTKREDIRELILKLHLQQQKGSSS
HKDC1 inhibitor – HKDC1 hexokinase inhibitors, primary screen, biochemical, fluorescence, uHTS; Q2TB90; recombinant HKDC1, G6PDH/diaphorase resazurin coupled fluorescence; inhibition, % at 20 µM; hit rate 0.16% among 340,000;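 active = inhibition above about 35% when tested at 20 µM, limit read from the data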;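 also: plate controls were DMSO wells with enzyme for no effect and DMSO wells lacking enzyme for full effect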
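Test system: Recombinant HKDC1 (HK5) hexokinase enzyme, produced in-house | Input: HKDC1 at 5 µg/mL | Buffer or medium: Tris pH 8.0 buffer with MgCl2, Tween-20, BSA, BME | Schedule: 90 min reaction incubation at room temperature, dark | Technique: Resazurin-to-resorufin fluorescence via G6PDH and diaphorase coupling, 525/613 nm | Controls: DMSO wells with and without enzyme mix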
Gli-Sufu antag – Gli-Sufu pathway antagonists, primary screen, luciferase luminescence, Sufu-KO-LIGHT cells, uHTS; Sufu-KO-LIGHT fibroblasts, Gli luciferase reporter luminescence; inhibition, % at 5 µM; hit rate 0.74% among 340,000;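 active = inhibition above about 55%, limit read from the data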;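 also: 0% = DMSO-treated cells and 100% = wells with medium but no cells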
UBC13 inh – UBC13 polyubiquitin chain formation inhibitors, primary screen, biochemical, TR-FRET, uHTS; Ubiquitin-conjugating enzyme E2 N (Homo sapiens), P61088; inhibition, % at 20 µM; hit rate 0.47% among 330,000; AID 485273, 2010; in the data active = inhibition above about 45%, passing the limit was not always enough
Target sequence (P61088 whole entry, looked up): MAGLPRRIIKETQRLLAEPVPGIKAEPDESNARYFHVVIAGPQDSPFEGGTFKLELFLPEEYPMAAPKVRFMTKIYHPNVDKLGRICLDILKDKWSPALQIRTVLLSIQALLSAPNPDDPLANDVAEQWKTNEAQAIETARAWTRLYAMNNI
697 NFkB inh – inhibitors of PMA/ionomycin-induced NF-kB reporter, 697 cells, primary screen, B-cell NF-kB inhibitor project, cell-based, luminescence, uHTS | 697 B-cell NF-kB luciferase reporter, 16 h | inhibition, % at 4 µM | AID 435022, 2010 | hit rate 0.33% among 330,000; in the data active = inhibition above about 35%
Jurkat NFkB inh – inhibitors of induced NF-kB luciferase reporter, primary screen, TCR NF-kB activation inhibitor project, cell-based, luminescence, uHTS | Jurkat, PMA/ionomycin-induced NF-kB luciferase reporter | inhibition, % at 4 µM | hit rate 0.53% among 330,000 | AID 435003, 2010
SENP8 block – SENP8 protease inhibitors, primary screen, biochemical, luminescence; purified SENP8, Z-RLRGG-aminoluciferin cleavage; inhibition, % at 10 µM; hit rate 1.2% among 330,000; AID 2540, 2010
Target sequence (Q96LD8 whole entry, looked up): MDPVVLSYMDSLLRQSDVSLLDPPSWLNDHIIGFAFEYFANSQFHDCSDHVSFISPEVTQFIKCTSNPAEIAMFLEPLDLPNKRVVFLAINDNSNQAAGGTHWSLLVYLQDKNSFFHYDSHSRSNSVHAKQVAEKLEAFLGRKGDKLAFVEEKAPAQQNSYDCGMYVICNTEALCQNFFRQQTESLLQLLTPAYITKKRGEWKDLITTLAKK
* = called active by the depositor; . = not tested or not shown. Rule as the data show it, unless noted: active = inhibition above about 50%; inactive = the rest.

SMILES	Apaf1 inhib	SENP7 inh	HKDC1 inhibitor	Gli-Sufu antag	UBC13 inh	697 NFkB inh	Jurkat NFkB inh	SENP8 block
O=C1C(Cc2ccccc2)Nc2ncnc(N3CCCCC3)c2N1Cc1ccc(Br)cc1 (stereo not given)	21	3	5	8	-2	13	13	-7
O=C(C[n+]1cccc(CNC(=O)c2ccc(OC(F)F)cc2)c1)c1ccccc1	3	0	5	-14	-8	11	-9	-2
CCOC(=O)C(NC(C)=O)C(=O)Nc1ccc(C)cc1C (stereo not given)	-17	-5	-6	-10	1	14	2	3
CCOc1ccccc1C(=O)Nc1ccc2c(c1)C(=O)NC2=O	-5	-1	-6	1	-3	6	5	-2
O=C(Cc1ccc(Cl)cc1)c1c[nH]c(C(=O)NCCCN2CCOCC2)c1	2	1	-10	17	-4	-16	11	-12
COc1ccc(CN(CC(=O)NC2CCCCC2)C(=O)CCC(=O)Nc2nccs2)cc1	10	2	0	-6	1	-22	-9	-3
CN1CCO/C1=C(\C(Cl)=C(Cl)Cl)[N+](=O)[O-]	-6	-2	-7	-1	1	14	4	-1
CC1Cc2ccccc2N1C(=O)CN1C(=O)NC(C)(CCc2ccccc2)C1=O (stereo not given)	6	1	-3	-3	9	15	23	-4
CCCN1CCN(CCCNC(=O)CN2C(=O)C(CC)Oc3ccccc32)CC1 (stereo not given)	-9	-1	-8	-4	11	-1	2	-8
Cn1c(N2CCCC2)nc2c1c(=O)[nH]c(=O)n2C	-2	12	-6	0	-3	0	-14	-7
Cn1c(=O)n(C)c2cc([N+](=O)[O-])c(N3CCN(C(=O)c4ccccc4)CC3)cc21	1	6	-1	26	-49	-9	10	-1
CC1CCN(CC(O)COc2ccc(-c3ccccc3)cc2)CC1 (stereo not given)	14	2	-2	25	3	-13	15	1
Brc1ccc(Nc2nc3ccccc3n3nnnc23)cc1	-20	2	.	.	12	-4	-14	-1
CNC(=O)COC(=O)CNC(=O)c1cc(Cl)cc([N+](=O)[O-])c1	-1	-3	-5	3	-10	7	8	6
CS(=O)(=O)N(CC(=O)NCC1CCCO1)c1ccc(F)c(Cl)c1 (stereo not given)	9	-12	-7	8	-1	7	-2	-6
O=C(CN1CCOCC1)Nc1nc(-c2ccccc2Cl)cs1	5	3	-7	44	2	15	5	2
Cc1ccccc1NC(=O)CCC(=O)N/N=C/c1cc([N+](=O)[O-])ccc1O	-1	-8	-16	-9	-39	-13	5	-12
O=C1CCC(C(=O)N2CCCCO2)CN1Cc1ccc(Cl)cc1 (stereo not given)	6	-6	-4	-3	1	-1	2	3
Brc1ccc(/C=N/n2cnnc2)s1	-16	0	-6	4	-4	6	0	6
CCN(CC)Cc1nc2c(c(=O)[nH]1)C(CC)(CC)Cc1ccccc1-2	19	3	-3	8	3	-5	-2	-8
COc1ccccc1N1CCN(S(=O)(=O)c2cc(C)sc2C)CC1	11	-4	-5	3	3	0	0	-4
NC(=NCCc1ccccc1)NS(=O)(=O)c1ccccc1F	-2	2	-2	6	5	-3	-9	-6
C=CCN1C(=O)c2ccc(C(=O)NCCc3ccc(OC)c(OC)c3)cc2C1=O	2	-1	-4	-5	2	23	-4	4
Cc1cc(C)c(S(=O)(=O)c2ccccc2)c(OC(=O)c2cc(F)c(F)cc2Cl)n1	9	7	13	-5	-18	8	-12	3
Cc1cccc(NC(=O)CCCc2ccccc2)c1C	8	0	-2	3	0	-13	-15	5
CC[C@]12c3[nH]c4ccccc4c3CCN1C(=O)C(CC(=O)NC/C=C(\C)CCC=C(C)C)C[C@@H]2C(=O)N1CCN(C(=O)C2CC2)CC1 (stereo not given in full)	29	-4	-1	13	5	-9	-4	-10
Cc1c(C(=O)NC(=S)NCC(C)C)oc2ccccc12	0	15	-5	-73	8	-61	-61	-20
CCOc1ccccc1N(CC(=O)NCC1CCCO1)C(=O)CNS(=O)(=O)c1ccccc1 (stereo not given)	-2	10	-11	-13	-4	7	3	-4
Cc1cc(C)c(NC(=O)C2=COCCO2)c(C)c1	-3	0	-7	-17	-2	14	1	-1
CCN1C(=O)N[C@@H](CCc2ccccc2)[C@H](C(C)=O)[C@H]1C	-1	5	-2	-9	2	16	17	-7
Cc1onc(-c2c(F)cccc2Cl)c1C(=O)NNC(=O)C1CCN(Cc2ccccc2)CC1	7	-10	-5	12	-3	-8	6	-11
CC(=O)c1c(C)c2c(n1CCN(C)C)CCCC2	10	-11	18	17	2	4	2	-7
COc1ccc(NC(=O)Nc2nnc(CC(=O)NCc3ccccc3)s2)cc1	5	7	-4	-17	-1	12	-27	6
CC1(C)Cc2ccccc2-c2nc(NN)[nH]c(=O)c21	14	-11	2	3	-5	2	1	-6
N#CCSc1nc2ccccc2c(=O)n1CCCC(=O)NCC1CCCO1 (stereo not given)	-14	-5	-3	-25	11	15	-5	2
CC(C)NC(=O)C(=O)NCCN1CCN(C(=O)c2ccc(C(C)(C)C)cc2)CC1	-8	3	2	-3	-1	15	5	3
C=CCNC(=O)C1CCN(S(=O)(=O)c2ccccc2)CC1	8	-4	-6	-1	-14	-3	-17	-9
CC(NC(=O)NC1CCCCC1)c1ccccc1 (stereo not given)	6	8	-6	-1	6	1	-2	-2
O=C(CC(NC(=O)c1ccccc1Cl)c1ccccc1)NC1=NCCS1 (stereo not given)	-6	9	-6	6	-2	21	8	-1
O=C1NC(c2ccc(Br)cc2)=N/C1=C/c1ccco1	-2	-3	-10	-4	-5	-95	-101	-5
COc1ccc2[nH]c(C(=O)Nc3ccc(F)cc3Br)cc2c1	-15	-1	-5	-29	5	0	14	0
CC(Oc1ccc(Cl)cc1Cl)C(=O)Nc1ccc2oc(-c3ccncc3)nc2c1 (stereo not given)	27	6	6	-7	20	-51	5	-10
CNC(=O)N(c1ccccc1)c1ccccc1	7	-7	3	-4	2	-5	-15	-15
COc1cccc(CN(C)C(=O)CC23CC4CC(CC(C4)C2)C3)c1OC	13	0	-3	-3	2	8	15	6
Cc1cc(C)nc(N/N=C/C2=C(N3CCOCC3)C(=C/c3ccccc3)/CC2)n1	21	0	-7	15	-9	4	9	-6
Cc1c(C(=O)NCCCN2CCCCC2)oc2ccc3c(c12)C(O)CC1(CCCCC1)O3 (stereo not given)	14	1	8	26	13	-24	-31	2
COCC(=O)Oc1c(S(=O)(=O)c2ccccc2)c(C)nn1C(C)(C)C	7	6	-2	17	-4	13	9	-6
CC(=O)Nc1ccc(S(=O)(=O)N(C)CC(=O)N/N=C/c2ccncc2)cc1	2	-8	2	-10	1	-6	2	3
CCCc1cc(=O)oc2c3c(cc(OCC(=O)NCC4CCC(C(=O)O)CC4)c12)OC(C)(C)CC3 (stereo not given)	-4	2	12	-7	10	-6	7	-5
COc1ccc(S(=O)(=O)N2CCc3ccccc32)cc1C(=O)N1CCOCC1	1	-2	-3	28	-9	8	-4	16
O=C(Cn1cnc2sc(-c3ccccc3)cc2c1=O)NCc1ccco1	10	9	11	-2	-25	-25	4	-4
Cc1cccc(N2N=C(C(=O)O)CCC2=O)c1	5	-5	-3	2	-8	-1	-19	3
O=C(N/N=C/c1ccc(Cl)cc1)c1ccc2c(c1)OCO2	7	1	12	-68	-5	-104	0	-15
COc1cc(CNCCN2CCOCC2)ccc1OCc1ccccc1Cl	2	-2	-13	3	11	-29	-6	-5
CCN(CC(=O)Nc1ccccc1OC)C(=O)CN1C(=O)NC2(CCCC2)C1=O	-4	-1	-9	-4	-2	16	4	11
CS(=O)(=O)N(CC(=O)N1CCN(c2ccccc2F)CC1)c1cccc(C(F)(F)F)c1	7	2	-3	6	2	-11	14	-6
COc1ccc(NC(=O)CCCc2nc3ccccc3c(=O)[nH]2)cc1Cl	-6	1	1	1	-2	8	-6	3
CCOC(=O)CN1C(=O)N[C@@H](c2ccccc2)[C@H](C(C)=O)[C@H]1C	-7	-13	-3	-3	-3	0	-7	-4
Cc1ccccc1OCC(=O)OCC(=O)Nc1ccc2c(c1)OCO2	-8	-1	-1	0	14	6	-3	5
CC1(C)C(c2cccs2)=[N+]([O-])C2(CCCCC2=O)N1O (stereo not given)	-6	-1	-2	1	6	19	10	0

Continued.
SMILES	Apaf1 inhib	SENP7 inh	HKDC1 inhibitor	Gli-Sufu antag	UBC13 inh	697 NFkB inh	Jurkat NFkB inh	SENP8 block
COC(=O)c1cccc(NC(=O)COc2cccc([N+](=O)[O-])c2)c1	-7	-3	-7	-4	3	-4	-1	-1
O=C(Cc1ccc(F)cc1)Nc1c2c(nn1-c1cccc(Cl)c1)CS(=O)C2 (stereo not given)	-5	1	-8	-13	4	3	8	-1
COc1ccc2oc(C(=O)OCC(=O)N(CC(C)C)c3c(N)n(Cc4ccccc4)c(=O)[nH]c3=O)c(C)c2c1	8	-3	-6	-10	-5	3	10	6
COc1ccc(Cc2nc3ccc(C(=O)NCCn4cccn4)cc3o2)cc1	-7	10	-6	1	0	-9	0	-12
COc1cccc(-c2c(C(=O)N/N=C/c3sccc3C)nnn2-c2nonc2N)c1	13	-2	3	-31	8	11	4	-3
Cc1ccc(C(=O)N2CC(C)SC2=Nc2cccc(S(=O)(=O)N(C)C)c2)cc1 (stereo not given)	8	2	-12	-1	9	5	7	0
Cc1cc2c(cc1S(=O)(=O)CCC(=O)NCc1ccccc1)OCC(=O)N2	-7	-6	-4	2	-7	-37	-8	12
Cc1cc(C(=O)CCC(=O)Nc2ncccc2C)c(C)s1	3	-2	-1	-8	-4	12	-1	10
O=C(CN(c1ccc(Cl)c(C(F)(F)F)c1)S(=O)(=O)c1ccccc1)N/N=C/c1cccc2c1OCCO2	17	-4	0	-23	-8	1	5	-3
CC(CCc1ccccc1)NC(=O)CCNS(=O)(=O)c1ccccc1C(F)(F)F (stereo not given)	-3	-3	-2	-7	12	-7	11	8
C/C(CC(=O)Nc1ccc(C)c(Cl)c1)=N\NC(=O)c1ccco1	-3	4	11	4	-4	15	-18	-1
O=C1CC(Nc2ccccc2)C(=O)N1c1ccc(N2CCOCC2)cc1 (stereo not given)	-5	0	1	-25	0	12	0	0
CC(C)(C)NCC(O)CON=C1c2ccccc2-c2ccccc21 (stereo not given)	0	1	-9	14	9	14	2	-1
CC1Cc2cc(C(=O)O)ccc2O1 (stereo not given)	-1	-9	-6	4	-6	11	-12	-8
O=C(NCCC1CCCCN1S(=O)(=O)c1cccs1)C(=O)Nc1cccc(F)c1 (stereo not given)	19	-7	2	7	-5	-19	-16	-8

Assay outcomes from PubChem BioAssay.
